Polio RdRp inh: poliovirus RNA polymerase inhibition; % elongation, % (compound at 16.7 µg/mL); poliovirus polymerase elongation, fluorescence polarization; hits give low values; P03300; 0.66% of 150,000 active; AID 588519; in the data active = % elongation below about 90%; note: some results filed as inactive read as strong as hits
Target sequence (P03300 1749-2209 limits assumed): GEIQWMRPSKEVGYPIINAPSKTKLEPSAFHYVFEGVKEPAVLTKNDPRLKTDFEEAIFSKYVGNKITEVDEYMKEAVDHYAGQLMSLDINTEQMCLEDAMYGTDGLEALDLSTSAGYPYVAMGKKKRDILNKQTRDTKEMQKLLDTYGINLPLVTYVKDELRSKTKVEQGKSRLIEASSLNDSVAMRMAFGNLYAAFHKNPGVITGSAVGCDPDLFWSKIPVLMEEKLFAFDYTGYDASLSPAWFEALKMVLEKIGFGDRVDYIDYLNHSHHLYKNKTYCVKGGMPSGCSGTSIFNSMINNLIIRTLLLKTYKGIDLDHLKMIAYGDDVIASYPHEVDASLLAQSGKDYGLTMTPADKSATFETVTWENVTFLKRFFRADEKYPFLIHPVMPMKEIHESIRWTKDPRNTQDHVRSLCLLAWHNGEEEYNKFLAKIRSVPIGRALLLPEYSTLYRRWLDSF
Polio RdRp inh FP z-score: second read-out of Polio RdRp inh, no call of its own (marks repeat the call); z-score; measured here: FP z-score; hits read low
The depositor's hits bear a star; & = joins results of further samples. This is a subset; the hit share may differ from the screen's.

COC(=O)c1ccc(CN2CCN(Cc3ccc(C(=O)OC)o3)CC2)o1 was read as Polio RdRp inh 101 and Polio RdRp inh FP z-score -0.2.
`Cc1cccc(C(=O)NNc2ncnc3c2cnn3-c2ccc(Cl)cc2)c1` gave Polio RdRp inh 101 and Polio RdRp inh FP z-score -0.1.
For CN(C)CCCNC1=CC(=O)OC12CCCCC2 the results were Polio RdRp inh 103 and Polio RdRp inh FP z-score 0.2.
Screening O=C(CSCc1ccc(F)cc1)N1CCc2c([nH]c3ccccc23)C1c1ccc(Cl)cc1 (stereo not drawn) returned Polio RdRp inh 109 and Polio RdRp inh FP z-score 0.4.
Screening O=C1CCCc2c1cc(C(=O)O)c(=O)n2-c1ccccc1 returned Polio RdRp inh 101 and Polio RdRp inh FP z-score -0.2.
For CC(SC(=S)N1CCCC1)C(=O)O (stereo not drawn) the results were Polio RdRp inh 104 and Polio RdRp inh FP z-score 0.7.
Screening COc1ccc(NC(C)C(=O)Nc2nccs2)cc1 (stereo not drawn) returned Polio RdRp inh 101 and Polio RdRp inh FP z-score -0.5.
`CC(C)(C)OC(=O)N1CCN(S(=O)(=O)c2ccc(-n3cnnn3)cc2)CC1` gave Polio RdRp inh 105 and Polio RdRp inh FP z-score 0.8.
Screening NNC(=O)c1cccc(NN)n1 returned Polio RdRp inh 106 and Polio RdRp inh FP z-score 0.5.
Screening O=C(CNc1n[nH]c(=O)[nH]c1=O)N/N=C/c1ccccc1 returned Polio RdRp inh 102 and Polio RdRp inh FP z-score 0.
For COc1ccc2cc(Br)ccc2c1CC(=O)NN1CCN(C)CC1 the results were Polio RdRp inh 101 and Polio RdRp inh FP z-score -0.3.
For Cc1cccc(CN2C(=O)CN=C(c3ccccc3Cl)c3cc(Cl)ccc32)c1 the results were Polio RdRp inh 99 and Polio RdRp inh FP z-score -1.1.
Screening COC(=O)c1ccc(NC(=O)CN2C(=O)c3cccc4cccc2c34)cc1 returned Polio RdRp inh 108 and Polio RdRp inh FP z-score 0.9.
Screening O=C(O)C1C(c2ccccc2)C(C(=O)O)C1c1ccccc1 (stereo not drawn) returned Polio RdRp inh 100 and Polio RdRp inh FP z-score -0.4.
`O=C1CC(c2cccc(Br)c2)NC(=O)N1` (stereo not drawn) gave Polio RdRp inh 101 and Polio RdRp inh FP z-score 0.
`CCN(CC)C(=O)CSc1cn(CC(=O)N2CCCC2)c2ccccc12` gave Polio RdRp inh 101 and Polio RdRp inh FP z-score -0.5.
O=c1c(Cl)c(NCCO)ncn1-c1ccccc1 was read as Polio RdRp inh 103 and Polio RdRp inh FP z-score 0.3.
Screening CCOC(=O)c1c(Nc2ccccc2)nnc(-c2ccccc2)c1-c1ccccc1 returned Polio RdRp inh 108 and Polio RdRp inh FP z-score 0.7.
For CCN(C(=O)C1CCN(S(=O)(=O)c2ccc3c(c2)CCCN3C(C)=O)CC1)c1cccc(C)c1 the results were Polio RdRp inh 109 and Polio RdRp inh FP z-score 0.3.
Cc1sc2c(c1C)c(=O)n(-c1ccccc1)c(=O)n2CC(=O)c1ccc(Cl)cc1 was read as Polio RdRp inh 104 and Polio RdRp inh FP z-score -0.3.
Screening COC(CNC(=O)c1ccc(CNC(=O)c2cccc(Br)c2)cc1)OC returned Polio RdRp inh 101 and Polio RdRp inh FP z-score -0.1.
For Cc1oc2c(c(C)cc3oc(=O)c(CC(=O)NCCc4ccc(Cl)cc4)c(C)c32)c1C the results were Polio RdRp inh 105 and Polio RdRp inh FP z-score -0.7.
`Cc1ccc(N2CC(NC(=O)CCCc3ccccc3)CC2=O)cc1` (stereo not drawn) gave Polio RdRp inh 103 and Polio RdRp inh FP z-score -0.7.
COc1cccc(NC(=O)CCc2c(C)nc3nc(CNC(=O)c4cccc(F)c4)nn3c2C)c1 was read as Polio RdRp inh 101 and Polio RdRp inh FP z-score -0.9.
Screening N#Cc1cn(C2CC2)c(=O)n(Cc2ccccc2)c1=O returned Polio RdRp inh 104 and Polio RdRp inh FP z-score 0.
`COc1cccc(C2c3c(oc4cc(C)cc(C)c4c3=O)C(=O)N2CCc2ccc(OC)c(OC)c2)c1` (stereo not drawn) gave Polio RdRp inh 112 and Polio RdRp inh FP z-score 1.
COc1cc(OC)c(NC(=O)CN(C)S(=O)(=O)c2ccc3c(c2)CCCC(=O)N3)cc1Cl was read as Polio RdRp inh 103 and Polio RdRp inh FP z-score -1.1.
For CC1=NN(c2ccccc2)C(=O)/C1=N\OCC(=O)N1CCCc2ccccc21 the results were Polio RdRp inh 105 and Polio RdRp inh FP z-score 0.3.
For O=C(CN1C(=O)CSc2cc(S(=O)(=O)N3CCCC3)ccc21)NC1CCCCCC1 the results were Polio RdRp inh 103 and Polio RdRp inh FP z-score 0.1.
O=C(COC(=O)c1cc(-c2ccccc2)nc2ccccc12)c1ccc(Br)cc1 was read as Polio RdRp inh 102 and Polio RdRp inh FP z-score -0.6.
For Cc1ccc(C2CC(c3cccs3)=NN2C(=O)CSc2nnc(CNC(=O)c3ccco3)n2-c2ccccc2)cc1 (stereo not drawn) the results were Polio RdRp inh 102 and Polio RdRp inh FP z-score 0.5.
`O=C(Cn1cc(C(F)(F)F)ccc1=O)N1CCN(S(=O)(=O)c2ccc(Cl)cc2)CC1` gave Polio RdRp inh 105 and Polio RdRp inh FP z-score 0.2.
For CCC(=O)Nc1sc2c(c1C(=O)Nc1ccc(OC)cc1)CCC(C(C)(C)C)C2 (stereo not drawn) the results were Polio RdRp inh 100 and Polio RdRp inh FP z-score -1.7.
For CC(=O)Oc1ccc2oc(=O)sc2c1 the results were Polio RdRp inh 103 and Polio RdRp inh FP z-score 0.5.
Screening CCCCOc1ccc(C(=O)N(Cc2ccccc2)C2CCS(=O)(=O)C2)cc1 (stereo not drawn) returned Polio RdRp inh 99 and Polio RdRp inh FP z-score -1.
`CCOc1ccc(CNC(=O)Cn2nc(C)c3nn(-c4ccc(Cl)cc4)c(C)c3c2=O)cc1OC` gave Polio RdRp inh 114 and Polio RdRp inh FP z-score 1.3.
For Cc1cc(=O)n2c3c(sc2n1)C(=O)N(Cc1ccccc1)C3=O the results were Polio RdRp inh 102 and Polio RdRp inh FP z-score -0.2.
`CC(Sc1ncnc2nc[nH]c12)c1ccccc1Cl` (stereo not drawn) gave Polio RdRp inh 110 and Polio RdRp inh FP z-score 0.7.
Cc1nc2c(cc1C(=O)NN)c(=O)n(C)c(=O)n2C was read as Polio RdRp inh 103 and Polio RdRp inh FP z-score 0.
For CC(C)(C)c1ccc(C(=O)Nc2n[nH]c(C(F)(F)F)n2)cc1 the results were Polio RdRp inh 102 and Polio RdRp inh FP z-score 0.1.
COc1ccccc1OCCNC(=O)c1ccc(S(=O)(=O)N(C)C)cc1 was read as Polio RdRp inh 105 and Polio RdRp inh FP z-score 0.2.
For Oc1nc2c(Cl)c(Cl)c(Cl)cc2o1 the results were Polio RdRp inh 98 and Polio RdRp inh FP z-score -0.4.
Screening Cc1ccc(CCNC(=O)C2CCN(Cc3nc(-c4ccccc4C)oc3C)CC2)cc1 returned Polio RdRp inh 108 and Polio RdRp inh FP z-score 0.4.
For Cn1nc(SCC(=O)N2c3ccccc3CCc3ccccc32)sc1=S the results were Polio RdRp inh 100 and Polio RdRp inh FP z-score -0.4.
For O=C(c1cnn(C(=O)C2COc3ccccc3O2)c1)c1ccccc1O (stereo not drawn) the results were Polio RdRp inh 100 and Polio RdRp inh FP z-score -0.3.

Brought forward from above: two compounds; new compounds follow.
For Cn1nc(SCC(=O)N2c3ccccc3CCc3ccccc32)sc1=S the results were Polio RdRp inh 100 and Polio RdRp inh FP z-score -0.4.
For O=C(c1cnn(C(=O)C2COc3ccccc3O2)c1)c1ccccc1O (stereo not drawn) the results were Polio RdRp inh 100 and Polio RdRp inh FP z-score -0.3.
Screening CCn1c(C)c(C2N3CC4(C)CN2CC(CC)(C3)C4=O)c2ccccc21 (stereo not drawn) returned Polio RdRp inh 115 and Polio RdRp inh FP z-score 1.9.
`C/C(=N\NC(=O)c1ccc(CSc2nc3ccccc3[nH]2)cc1)c1ccco1` gave Polio RdRp inh 102 and Polio RdRp inh FP z-score 0.
`C=CCn1c(=O)c(C(=O)Nc2ccccc2)c(O)c2ccccc21` gave Polio RdRp inh 103 and Polio RdRp inh FP z-score 0.5.
For COc1ccccc1NC(=O)C1=C(C)Nc2nc(SCc3ccccc3F)nn2C1c1cccs1 (stereo not drawn) the results were Polio RdRp inh 104 and Polio RdRp inh FP z-score -0.4.
`CCOc1ccc(-c2cnc(SCC)nc2N)cc1` gave Polio RdRp inh 105 and Polio RdRp inh FP z-score 1.5.
`CC(C)(Oc1ccc(Cl)cc1)C(=O)OCCN1CCCC1=O` gave Polio RdRp inh 100 and Polio RdRp inh FP z-score -0.3.
`S=c1[nH]nc(-c2ccncc2)n1Cc1ccccc1` gave Polio RdRp inh 104&102 and Polio RdRp inh FP z-score 0.1&0.1.
Screening CC(=O)N1CC(C(=O)Nc2cccc3ncccc23)Oc2ccccc21 (stereo not drawn) returned Polio RdRp inh 94 and Polio RdRp inh FP z-score -1.5.
`CC(=O)OCC(=O)[C@@]1(O)CCC2C3CCC4CC(=O)CCC4(C)C3CCC21C` (stereo partly drawn) gave Polio RdRp inh 104 and Polio RdRp inh FP z-score 0.2.
`NC1=NC(=Nc2ccccc2)c2ccccc21` gave Polio RdRp inh 100 and Polio RdRp inh FP z-score -0.6.
`O=C(CCCOc1ccc(Cl)cc1)N1CCCCCC1` gave Polio RdRp inh 106 and Polio RdRp inh FP z-score 0.3.
`COC(=O)c1c(-c2cccs2)csc1NC(=O)c1cc(OC)cc(OC)c1` gave Polio RdRp inh 71* and Polio RdRp inh FP z-score -3.1*.
Screening CCOC(=O)N1CCC(NC(=O)c2nn(-c3ccc(C)cc3)c(=O)c3c2c2ccccc2n3C)CC1 returned Polio RdRp inh 101 and Polio RdRp inh FP z-score -0.3.
For CCCCN(CC)C(=O)c1sc2ncnc(N3CCN(c4ccc(OC)cc4)CC3)c2c1C the results were Polio RdRp inh 105 and Polio RdRp inh FP z-score 1.
For Cc1ccccc1S(=O)(=O)Cc1ccc(C(=O)NCCCN2CCCC(C)C2)o1 (stereo not drawn) the results were Polio RdRp inh 100 and Polio RdRp inh FP z-score -0.2.
CC(C)N=Cc1cc2n(c1O)-c1ccccc1C2=O was read as Polio RdRp inh 79 and Polio RdRp inh FP z-score -4.2.
CC(C)(C)OC(=O)N1CCCN(C(=O)Nc2ccccc2)CC1 was read as Polio RdRp inh 100 and Polio RdRp inh FP z-score -0.1.
CC(C)(C)n1nc2c(c1NC(=O)/C=C/c1ccccc1)CSC2 was read as Polio RdRp inh 101 and Polio RdRp inh FP z-score -0.1.
Cc1ccccc1NC(=O)CSc1cn(CC(=O)N(C(C)C)C(C)C)c2ccccc12 was read as Polio RdRp inh 119 and Polio RdRp inh FP z-score 0.4.
For Cc1cc(C(F)(F)F)nn1CC(=O)Nc1ccc2c(c1)OCO2 the results were Polio RdRp inh 100 and Polio RdRp inh FP z-score 0.
Cc1ccc(N2CCN(c3cc(C)nc4c(-c5ccc(Cl)cc5)c(C)nn34)CC2C)cc1 (stereo not drawn) was read as Polio RdRp inh 107 and Polio RdRp inh FP z-score 0.1.
For Cc1ccccc1CNC(=O)c1ccc2nc(C(C)C)oc2c1 the results were Polio RdRp inh 110 and Polio RdRp inh FP z-score 0.6.
CCOC(=O)C1CCN(S(=O)(=O)C(F)(F)c2nc3ccccc3s2)CC1 was read as Polio RdRp inh 108 and Polio RdRp inh FP z-score 0.6.
Screening COc1ccc(C2=N/C(=C\c3ccco3)C(=O)O2)cc1 returned Polio RdRp inh 101 and Polio RdRp inh FP z-score -0.2.
Screening O=C(Cn1c(=O)oc2ccccc21)NC12CC3CC(CC(C3)C1)C2 returned Polio RdRp inh 100 and Polio RdRp inh FP z-score -0.7.
CCc1ccc(NC(=S)NC(=O)/C=C/c2ccco2)cc1 was read as Polio RdRp inh 107 and Polio RdRp inh FP z-score 1.7.
Screening O=S(=O)(NCc1csc2ccc(Cl)cc12)c1cc(S(=O)(=O)c2ccccc2)cs1 returned Polio RdRp inh 103 and Polio RdRp inh FP z-score 0.
CCOC(=O)c1ccc(NC(=O)CSc2nnc(CNC(=O)c3ccco3)n2-c2ccc(F)cc2)cc1 was read as Polio RdRp inh 101 and Polio RdRp inh FP z-score 0.5.
CCCOc1ccc(C(C)(O)CN2CCOCC2)cc1 (stereo not drawn) was read as Polio RdRp inh 100 and Polio RdRp inh FP z-score -0.6.
Screening Nc1nc(SCC(=O)N2CCCC2)[nH]c(=O)c1-c1ccccc1 returned Polio RdRp inh 103 and Polio RdRp inh FP z-score -0.3.
N#Cc1c(-c2ccccc2)cc(C2CC2)nc1N was read as Polio RdRp inh 102 and Polio RdRp inh FP z-score 0.8.

In the list so far, eight contain a furan ring, fused or not:
COC(=O)c1ccc(CN2CCN(Cc3ccc(C(=O)OC)o3)CC2)o1 was read as Polio RdRp inh 101 and Polio RdRp inh FP z-score -0.2.
For Cc1oc2c(c(C)cc3oc(=O)c(CC(=O)NCCc4ccc(Cl)cc4)c(C)c32)c1C the results were Polio RdRp inh 105 and Polio RdRp inh FP z-score -0.7.
For Cc1ccc(C2CC(c3cccs3)=NN2C(=O)CSc2nnc(CNC(=O)c3ccco3)n2-c2ccccc2)cc1 (stereo not drawn) the results were Polio RdRp inh 102 and Polio RdRp inh FP z-score 0.5.
`C/C(=N\NC(=O)c1ccc(CSc2nc3ccccc3[nH]2)cc1)c1ccco1` gave Polio RdRp inh 102 and Polio RdRp inh FP z-score 0.
For Cc1ccccc1S(=O)(=O)Cc1ccc(C(=O)NCCCN2CCCC(C)C2)o1 (stereo not drawn) the results were Polio RdRp inh 100 and Polio RdRp inh FP z-score -0.2.
Screening COc1ccc(C2=N/C(=C\c3ccco3)C(=O)O2)cc1 returned Polio RdRp inh 101 and Polio RdRp inh FP z-score -0.2.
CCc1ccc(NC(=S)NC(=O)/C=C/c2ccco2)cc1 was read as Polio RdRp inh 107 and Polio RdRp inh FP z-score 1.7.
CCOC(=O)c1ccc(NC(=O)CSc2nnc(CNC(=O)c3ccco3)n2-c2ccc(F)cc2)cc1 was read as Polio RdRp inh 101 and Polio RdRp inh FP z-score 0.5.
